Screening data deposited in PubChem by Sanford-Burnham Center for Chemical Genomics.
UBC13 inh – inhibitors of human UBC13 polyubiquitin chain formation. TR-FRET. actives 0.47% (n = 330,000). AID 485273. inhibition, % at 20 µM; in the data active = inhibition above about 45%, passing the limit was not always enough
697 NFkB inh – lowers PMA/ionomycin-induced NF-kB signal in 697 B cells. 697 B-cell NF-kB luciferase reporter, 16 h. inhibition, % at 4 µM. actives 0.33% (n = 330,000); in the data active = inhibition above about 35%
SENP8 inh – inhibitors of human SENP8 protease; actives 1.2% (n = 330,000); purified SENP8, Z-RLRGG-aminoluciferin cleavage, luminescence; Q96LD8; inhibition, % at 10 µM
Target sequence (Q96LD8 whole entry, looked up): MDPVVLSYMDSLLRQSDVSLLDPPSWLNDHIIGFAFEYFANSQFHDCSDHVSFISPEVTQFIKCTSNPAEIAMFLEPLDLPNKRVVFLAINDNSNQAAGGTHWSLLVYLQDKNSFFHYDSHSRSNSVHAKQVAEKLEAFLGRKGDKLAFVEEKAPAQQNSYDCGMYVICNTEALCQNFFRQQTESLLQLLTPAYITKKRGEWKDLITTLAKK
Gli-Sufu antag – blocks Gli-Sufu signaling in a luciferase reporter; Sufu-KO-LIGHT fibroblasts, Gli luciferase reporter luminescence; inhibition, % at 5 µM; actives 0.74% (n = 340,000); AID 588413;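 active = inhibition above about 55%, limit read from the data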;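 note: 0% = DMSO-treated cells and 100% = wells with medium but no cells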
Jurkat NFkB inh – inhibitors of the PMA/ionomycin-induced NF-kB reporter in Jurkat cells | actives 0.53% (n = 330,000) | PMA/ionomycin-induced NF-kB luciferase reporter, luminescence | inhibition, % at 4 µM | AID 435003
CCR6 antag – antagonists of human CCR6 receptor | AID 493098 | CHO-K1 CCR6 PathHunter beta-arrestin, luminescence, CCL20-stimulated | actives 0.49% (n = 340,000) | inhibition, % at 20 µM;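 active = compounds whose inhibition of the agonist-driven luminescence signal at 20 µM reaches about 50%, limit read from the data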;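 note: cells stimulated with CCL20 at 14 nM final; plate controls were DMSO with CCL20 for no effect and DMSO without agonist for full effect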
Target sequence (P51684 whole entry, looked up): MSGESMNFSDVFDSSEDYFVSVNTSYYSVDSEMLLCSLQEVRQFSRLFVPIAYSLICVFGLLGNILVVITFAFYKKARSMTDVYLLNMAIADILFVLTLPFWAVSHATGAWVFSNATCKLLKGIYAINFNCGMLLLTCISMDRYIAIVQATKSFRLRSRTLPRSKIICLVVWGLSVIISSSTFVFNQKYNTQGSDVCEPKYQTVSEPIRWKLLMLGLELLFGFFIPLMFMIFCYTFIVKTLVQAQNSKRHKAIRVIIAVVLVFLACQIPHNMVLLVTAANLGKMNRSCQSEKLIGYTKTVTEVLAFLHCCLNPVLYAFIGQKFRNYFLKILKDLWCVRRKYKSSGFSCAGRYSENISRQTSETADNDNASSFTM
Apaf1 inhib – blocks human Apaf-1 apoptosome activity | O14727 | reconstituted apoptosome caspase-3 activity, DEVD-Rh110 fluorescence | inhibition, % at 20 µM | actives 0.71% (n = 330,000) | AID 489030; active = inhibition of at least 40% at 20 µM;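 note: plate controls were DMSO wells for no effect and DEVD-CHO caspase inhibitor wells for full effect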
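Assay system: Apoptosome proteins | Medium: pH 7.5 Hepes buffer with CHAPS, BSA, DTT | Also added: Cytochrome c and DEVD-Rh110 substrate | Times: 30 min plus 50 min, RT | Detection: Rhodamine 110 fluorescence at Ex 480/Em 540 nm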
EBI2 antag – blocks human EBI2 receptor beta-arrestin signaling | EBI2 beta-arrestin recruitment, luminescence, 7a,25-OHC stimulated | inhibition, % at 5 µM | actives 0.81% (n = 360,000) | AID 651636; in the data active = inhibition above about 38%;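 note: enzyme fragment complementation signal reports receptor beta-arrestin coupling in cells; 0% = agonist plus DMSO wells and 100% = wells without agonist; some results beyond the cut were filed as inactive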
Target sequence (P32249 whole entry, looked up, the tested form may be a part): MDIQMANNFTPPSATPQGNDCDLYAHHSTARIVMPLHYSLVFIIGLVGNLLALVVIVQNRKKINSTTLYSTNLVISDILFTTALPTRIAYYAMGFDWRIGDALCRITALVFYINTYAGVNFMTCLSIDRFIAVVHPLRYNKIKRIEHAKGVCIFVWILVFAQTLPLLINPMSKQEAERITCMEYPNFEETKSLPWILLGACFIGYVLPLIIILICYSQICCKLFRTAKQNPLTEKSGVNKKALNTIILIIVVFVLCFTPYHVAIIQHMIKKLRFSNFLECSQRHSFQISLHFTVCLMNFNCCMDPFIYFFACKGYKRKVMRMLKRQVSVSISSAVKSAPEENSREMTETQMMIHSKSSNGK
The depositor's hits bear a star. Cut-off read from the data, not from the text of the source, unless noted: active = inhibition above about 50%; inactive = the rest. This is a subset. The share of hits here may be higher or lower than overall.

SMILES | UBC13 inh | 697 NFkB inh | SENP8 inh | Gli-Sufu antag | Jurkat NFkB inh | CCR6 antag | Apaf1 inhib | EBI2 antag
Cc1ccc(N2C(=O)c3ccccc3C2Nc2ccccc2)nc1 (centres undefined) | 4 | -18 | -8 | -5 | -1 | 15 | 17 | -2
CCN(C(=S)NC(=O)C1CC1)c1ccccc1 | 6 | 23 | -7 | -11 | -8 | 8 | -4 | 2
CCCNC(=O)/C(C#N)=C1\N=C(NC(=O)c2cccs2)c2ccccc21 | -7 | -37 | -7 | -11 | -9 | 4 | 11 | 8
COC(=O)CP(=O)(c1ccccc1)c1ccccc1 | 3 | 10 | 3 | 6 | 10 | -2 | -5 | 5
CCOCCn1c(CN2CCN(c3ccc(OC)cc3)CC2)nc2c1c(=O)n(C)c(=O)n2C | 0 | 5 | -1 | 8 | 6 | 13 | -12 | -7
O=C(Nc1ccccc1N1CCOCC1)C1(c2ccc(Cl)cc2)CCC1 | 4 | -6 | -2 | 5 | 5 | 18 | 11 | 23
Cc1cc(SCc2ccccc2)nc(=O)[nH]1 | -8 | -7 | -6 | -4 | -10 | 12 | 4 | 3
CCCCCCNC(=O)c1cccc(-c2ccc(C)c3ccccc23)n1 | -5 | 20 | -3 | -7 | 13 | 21 | 16 | 12
CCOC(=O)c1cccc(NC(=O)CSc2nnc(-c3ccoc3C)n2CCOC)c1 | 0 | 4 | 4 | 0 | 9 | -4 | -15 | 6
CC(Oc1cccnc1[N+](=O)[O-])C(=O)N1CCc2ccccc21 (centres undefined) | -6 | -1 | -15 | -27 | -5 | 5 | 8 | 0
O=C(Cc1coc(-c2ccc(F)cc2)n1)NCc1ccccc1 | -9 | -5 | -15 | 3 | 0 | 3 | 3 | -9
CCOC(=O)N1CCN(C(=O)COC(=O)c2cc(Cl)cc(Cl)c2)CC1 | 2 | 7 | 8 | 3 | 1 | 1 | -1 | 2
O=C(Nc1cc(F)cc(F)c1)c1ccc(NCCCN2CCCCCC2)c([N+](=O)[O-])c1 | -36 | -28 | -7 | 12 | -13 | 19 | 3 | 2
O=C(c1ccc2c(=O)n3c(nc2c1)CCCCC3)N1CCN(Cc2ccccc2)CC1 | 0 | 10 | 0 | 1 | -6 | -8 | 1 | 1
Cc1nnc(NC(=O)CSc2nnc(-c3ccccc3)n2C)s1 | 4 | 0 | -2 | -6 | -2 | 13 | 1 | 0
O=C(Nc1ccccc1C(=O)NCCc1ccccc1)c1cnccn1 | 7 | -21 | 4 | -29 | -40 | 24 | 0 | 5
Cc1ccc(=O)n(C(C(=O)NCc2ccco2)C(=O)c2ccc(F)cc2)c1 (centres undefined) | 6 | 17 | -3 | 4 | 4 | -22 | 0 | 2
Cc1ccccc1OCC(=O)NC(=S)Nc1ccccc1N1CCN(S(C)(=O)=O)CC1 | 2 | -3 | 2 | 4 | 27 | 17 | 8 | 2
CCC(C)Nc1nc2c(c(=O)n(C)c(=O)n2C)n1C (centres undefined) | 5 | 15 | 1 | 9 | 3 | 8 | -6 | -5
CCN1CCc2c(sc(NC(=O)Cc3ccccc3)c2C(=O)OC)C1 | -1 | -3 | 1 | 38 | -3 | 6 | 1 | 4
O=C(Nc1ccc(S(=O)(=O)N2CCOCC2)cc1)c1ccc2ncsc2c1 | -2 | -31 | 15 | -24 | 5 | 18 | -1 | -13
O=C(O)C1CSC(c2ccccc2Cl)N1C(=O)c1ccc(Cl)cc1 (centres undefined) | 2 | 23 | 7 | -4 | 8 | 13 | 4 | -9
O=C(Nc1nc2ccccc2s1)c1c(F)cccc1Cl | -3 | -44 | 17 | -18 | -20 | 3 | 6 | -3
COc1ccc(OC)c(C2C3=C(CCCC3=O)NC3=C2C(=O)CCC3)c1 | 0 | 7 | 0 | -9 | 2 | -4 | 0 | -16
CCOC(=O)c1ccc(NC2Nc3cc(C)nn3S2)cc1 (centres undefined) | -14 | -10 | -11 | 28 | -5 | -4 | -8 | -5
CC(C)CC(=O)NC(=S)NNC(=O)c1ccc([N+](=O)[O-])cc1 | -16 | 0 | -11 | -2 | 1 | 28 | 4 | 4
COc1ccc(C)cc1NCc1ccc([N+](=O)[O-])cc1 | 1 | -6 | 10 | -3 | 4 | 0 | 1 | -2
CCOC(=O)c1c(NC(=O)c2cccc([N+](=O)[O-])c2C(=O)O)sc2c1CCCC2 | -4 | 21 | 3 | -9 | 25 | 11 | 0 | -11
COc1ccc(C)cc1NC(=O)NC(C)c1ccc2c(c1)OCO2 (centres undefined) | 3 | -15 | 3 | -20 | 22 | 9 | 12 | 1
COc1ccc(NC(=O)CSc2nnc3ccc(-c4cccnc4)nn23)cc1OC | -7 | 14 | 1 | -7 | -5 | -3 | -1 | -4
CCOC(=O)C1(C)NC(c2ccco2)C2C(=O)N(c3ccc(C)cc3)C(=O)C21 (centres undefined) | -7 | -14 | -7 | -1 | -2 | 6 | -3 | -1
Clc1cccc(CON/C=N/c2ncnc3sccc23)c1 | 6 | -14 | -10 | 24 | 17 | 26 | 16 | -7
O=C1NC(=O)/C(=C\c2ccc(N3CCOCC3)o2)N1 | -12 | 3 | -1 | 21 | -3 | 8 | -2 | -18
Cc1noc(C)c1S(=O)(=O)N(Cc1ccccc1)C(C)C | -8 | -3 | 0 | 1 | -10 | 12 | 5 | 6
N#Cc1nc(-c2cccs2)oc1NCC1CCCO1 (centres undefined) | 13 | 16 | 3 | 3 | 8 | 13 | -21 | 1
O=C(O)CCc1ccc(-c2cccs2)n1NC(=O)c1ccc(Cl)cc1Cl | 8 | 21 | 4 | 2 | -3 | -1 | -15 | -2

Another view of some results above.
Under each structure – UBC13 inh | 697 NFkB inh | SENP8 inh | Gli-Sufu antag | Jurkat NFkB inh | CCR6 antag | Apaf1 inhib | EBI2 antag
- CCOC(=O)C1(C)NC(c2ccco2)C2C(=O)N(c3ccc(C)cc3)C(=O)C21 (centres undefined)
    -7 | -14 | -7 | -1 | -2 | 6 | -3 | -1
- Clc1cccc(CON/C=N/c2ncnc3sccc23)c1
    6 | -14 | -10 | 24 | 17 | 26 | 16 | -7
- O=C1NC(=O)/C(=C\c2ccc(N3CCOCC3)o2)N1
    -12 | 3 | -1 | 21 | -3 | 8 | -2 | -18
- Cc1noc(C)c1S(=O)(=O)N(Cc1ccccc1)C(C)C
    -8 | -3 | 0 | 1 | -10 | 12 | 5 | 6
- N#Cc1nc(-c2cccs2)oc1NCC1CCCO1 (centres undefined)
    13 | 16 | 3 | 3 | 8 | 13 | -21 | 1
- O=C(O)CCc1ccc(-c2cccs2)n1NC(=O)c1ccc(Cl)cc1Cl
    8 | 21 | 4 | 2 | -3 | -1 | -15 | -2

(list continues)
SMILES | UBC13 inh | 697 NFkB inh | SENP8 inh | Gli-Sufu antag | Jurkat NFkB inh | CCR6 antag | Apaf1 inhib | EBI2 antag
CC(C)COc1cccc(C(=O)N2CCN(C(=O)c3ccco3)CC2)c1 | 0 | 0 | -5 | -2 | -9 | 4 | -3 | -7
Cc1ccc(C2(C)NC(=O)N(CC(=O)NCCC3=CCCCC3)C2=O)cc1 (centres undefined) | 1 | 11 | 6 | 0 | -5 | 4 | 20 | -7
CCOC(=O)C1=C(SCC(=O)Nc2ccccc2)NC(=O)C(C#N)C12CCCCC2 (centres undefined) | 6 | 17 | 1 | -116 | -2 | 4 | 0 | -2
CCC(=O)N1CCN(c2ccc(NC(=O)c3ccc(N4CCCC4)c([N+](=O)[O-])c3)cc2)CC1 | -18 | 21 | -3 | 9 | 7 | 6 | 19 | 5
NS(=O)(=O)c1ccc(CCNC(=O)CCc2ccccc2)cc1 | 5 | 8 | 3 | -5 | 11 | 2 | -13 | 3
CC(Sc1nc(NCc2ccccc2)nc(N(C)C)n1)C(=O)Nc1ccccc1 (centres undefined) | 5 | 3 | 3 | -5 | 7 | 0 | 3 | 1
N#CCCN(CC(=O)O)S(=O)(=O)c1ccccc1 | -4 | -8 | -6 | -8 | -2 | -2 | 1 | -5
CC(C)(C)C(=O)NC1CCN(CC(=O)Nc2ccc3c(c2)OCO3)CC1 | -4 | -15 | -3 | -14 | -25 | 6 | 4 | 6
CC(NS(=O)(=O)c1ccc2ccccc2c1)c1ccccn1 (centres undefined) | 8 | 3 | 11 | 27 | -3 | 4 | -10 | -9
COC(=O)c1nc[nH]c1C(=O)OC | 6 | 0 | 6 | -4 | -12 | 2 | -16 | -2
Cc1nn(C(C)(C)C)c(OC(=O)c2cccs2)c1Sc1ccccc1 | 6 | 14 | 0 | 11 | 15 | 21 | 10 | 12
COC(=O)C1=C(SC)N(c2ccc(OC)cc2)C(c2ccccc2)CC1=O (centres undefined) | -10 | -24 | 3 | 10 | -12 | 18 | 8 | -4

In the list so far, these have a cyano group.
SMILES | UBC13 inh | 697 NFkB inh | SENP8 inh | Gli-Sufu antag | Jurkat NFkB inh | CCR6 antag | Apaf1 inhib | EBI2 antag
CCCNC(=O)/C(C#N)=C1\N=C(NC(=O)c2cccs2)c2ccccc21 | -7 | -37 | -7 | -11 | -9 | 4 | 11 | 8
N#Cc1nc(-c2cccs2)oc1NCC1CCCO1 (centres undefined) | 13 | 16 | 3 | 3 | 8 | 13 | -21 | 1
CCOC(=O)C1=C(SCC(=O)Nc2ccccc2)NC(=O)C(C#N)C12CCCCC2 (centres undefined) | 6 | 17 | 1 | -116 | -2 | 4 | 0 | -2
N#CCCN(CC(=O)O)S(=O)(=O)c1ccccc1 | -4 | -8 | -6 | -8 | -2 | -2 | 1 | -5

Three entries from above, sorted by their value in EBI2 antag, low to high.
Structure,UBC13 inh,697 NFkB inh,Jurkat NFkB inh,CCR6 antag,EBI2 antag
Cc1ccc(C2(C)NC(=O)N(CC(=O)NCCC3=CCCCC3)C2=O)cc1 (centres undefined),1,11,-5,4,-7
COC(=O)C1=C(SC)N(c2ccc(OC)cc2)C(c2ccccc2)CC1=O (centres undefined),-10,-24,-12,18,-4
CC(C)(C)C(=O)NC1CCN(CC(=O)Nc2ccc3c(c2)OCO3)CC1,-4,-15,-25,6,6

Remaining list, next part
SMILES | UBC13 inh | 697 NFkB inh | SENP8 inh | Gli-Sufu antag | Jurkat NFkB inh | CCR6 antag | Apaf1 inhib | EBI2 antag
O=C(NN1CCOCC1)c1ccccc1 | 4 | 7 | 13 | -11 | -2 | -4 | 5 | -10
COc1ccc(CC(=O)Oc2ccc(F)c(F)c2)cc1S(=O)(=O)N1CCOCC1 | -5 | 16 | 13 | 0 | 19 | -7 | -9 | -2
CCOC(=O)C1C(=O)NC(c2ccccc2)=NC1c1ccc(O)c(OC)c1 (centres undefined) | 3 | 22 | 2 | 5 | 8 | -7 | 8 | 4
COc1ccc(N(C)S(=O)(=O)c2cccc(C(=O)OCC(=O)NCc3ccccc3OC)c2)cc1 | -2 | 5 | -6 | -5 | 5 | 13 | 3 | -9
COc1ccc(/C=N/NC(=O)c2ccc(-n3cnnn3)cc2)cc1 | 17 | 23 | 3 | -13 | 10 | 14 | 0 | -3
O=C(Nc1ccccc1-c1ccccc1)c1ccco1 | -4 | -33 | -5 | 4 | -18 | 8 | 12 | -6
CCCc1nnc(NC(=O)CCC(=O)N2CCN(Cc3ccc(F)cc3)CC2)s1 | -3 | -2 | -8 | -3 | 3 | 23 | 9 | 17
O=C(CCn1c(=O)oc2ccccc21)Nc1nc2ccccc2s1 | -11 | 4 | -11 | -10 | 1 | -8 | 13 | 6
